# Bioassay records deposited in PubChem by several laboratories.
# MEX-5 binding: C. elegans MEX-5 TCR-2 RNA binding activity; activity score (negative = inhibition of binding), % at 10 µM; Q9XUB2; MEX-5/FITC-TCR2 RNA binding, fluorescence polarization; stronger effect = lower value; 0.38% of 300,000 active;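 active means inhibition past about -25% in most replicates, and total fluorescence under double the plate's negative control median, limit read from the data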;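 further: 0% = DMSO and -100% = 5 µM competing unlabeled TCR2 RNA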
# MCL1-BIM inh: disrupts human MCL1 binding to BIM-BH3 peptide. Q07820. GST-MCL1 / FITC-Bim-BH3 fluorescence polarization. inhibition, % at 10.9 µM. 0.68% of 320,000 active. AID 2057;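 active means inhibition above the mean inhibition of all tested compounds plus 3 SD, set per campaign, cut at about 40% in these data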;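 further: 0% = DMSO wells and 100% = unlabeled Bim-BH3 peptide control; higher means more loss of mP so more displacement of Bim peptide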
# Target sequence (Q07820 whole entry, looked up): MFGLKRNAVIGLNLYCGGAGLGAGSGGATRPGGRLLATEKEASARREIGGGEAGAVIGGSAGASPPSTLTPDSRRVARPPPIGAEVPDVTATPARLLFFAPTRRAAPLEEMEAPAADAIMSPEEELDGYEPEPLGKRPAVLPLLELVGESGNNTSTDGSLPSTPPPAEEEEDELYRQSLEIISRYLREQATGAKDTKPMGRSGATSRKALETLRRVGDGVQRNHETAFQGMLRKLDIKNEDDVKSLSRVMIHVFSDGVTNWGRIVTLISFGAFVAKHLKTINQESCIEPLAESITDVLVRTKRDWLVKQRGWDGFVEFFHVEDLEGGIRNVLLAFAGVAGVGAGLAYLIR
# GLD-1 TGE inh: GLD-1-TGE RNA interaction inhibition (C. elegans). purified GLD-1 + fluorescein TGE RNA, fluorescence polarization. 0.44% of 320,000 active. inhibition, % at 5.96 µM. Q17339. AID 2280;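 active means percent inhibition above a per-plate cutoff, the plate mean of test compounds plus 3 SD, cut at about 30% in these data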;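 further: 0% = DMSO wells with GLD-1 and probe and 100% = wells lacking GLD-1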
# Target sequence (Q17339 whole entry, looked up): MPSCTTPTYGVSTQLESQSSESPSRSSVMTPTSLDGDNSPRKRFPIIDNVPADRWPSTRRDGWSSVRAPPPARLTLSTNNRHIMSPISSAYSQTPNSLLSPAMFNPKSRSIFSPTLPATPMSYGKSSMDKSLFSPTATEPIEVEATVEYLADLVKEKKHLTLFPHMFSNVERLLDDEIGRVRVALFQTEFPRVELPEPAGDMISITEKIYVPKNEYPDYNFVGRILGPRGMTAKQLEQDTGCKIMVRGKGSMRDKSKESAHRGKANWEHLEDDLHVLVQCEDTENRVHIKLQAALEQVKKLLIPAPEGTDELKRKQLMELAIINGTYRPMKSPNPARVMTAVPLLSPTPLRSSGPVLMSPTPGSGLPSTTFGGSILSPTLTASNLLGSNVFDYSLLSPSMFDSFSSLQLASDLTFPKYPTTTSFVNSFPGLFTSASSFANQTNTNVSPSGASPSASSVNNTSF
# GRK2 aptamer HTS: human GRK2 inhibition via aptamer displacement | P25098 | bead flow cytometry, FAM-aptamer displacement from GRK2 | inhibition of aptamer binding, % at 10 µM | 0.59% of 330,000 active | AID 488847;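 active means inhibition of aptamer binding above 40%, roughly 3 SD of noise, on plates passing a quality check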;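 further: median bead fluorescence of bound FAM aptamer so fluorescent compounds give negative values; no value below 0 was filed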
# PME-1 inh: PME-1 (human) inhibition. recombinant PME-1, FP-Rh probe fluorescence polarization. Q9Y570. 0.53% of 320,000 active. AID 2130. inhibition, % at 5.9 µM;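 active means inhibition above the campaign mean of all compounds plus 3 SD, cut at about 26% in these data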;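 further: competitive labeling of PME-1 active site by serine hydrolase directed probe; 0% = PME-1 with DMSO and 100% = wells lacking PME-1 enzyme; inhibitors block probe labeling so polarization falls and inhibition rises; many of its hits are not listed in these tables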
# Bcl-xL primary: Bcl-xL (human) inhibition; Q07817; GST-Bcl-xL / FITC-Bim BH3 peptide fluorescence polarization; inhibition, % at 10.9 µM; 0.7% of 320,000 active; AID 2129;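 active means inhibition above the mean of all tested compounds plus 3 SD, cutoff set per campaign, cut at about 30% in these data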;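 further: 0% = DMSO wells and 100% = unlabeled Bim-BH3 peptide competitor; inhibitors lower millipolarization by displacing the labeled peptide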
# Target sequence (Q07817 whole entry, looked up): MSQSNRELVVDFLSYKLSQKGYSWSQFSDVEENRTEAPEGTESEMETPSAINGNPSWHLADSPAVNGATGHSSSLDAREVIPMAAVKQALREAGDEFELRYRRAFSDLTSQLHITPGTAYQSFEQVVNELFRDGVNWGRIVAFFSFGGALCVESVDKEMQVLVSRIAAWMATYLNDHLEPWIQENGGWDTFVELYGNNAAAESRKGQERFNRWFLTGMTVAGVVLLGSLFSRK
# Fam108B counter: blocks mouse Fam108B hydrolase in RBBP9 counter-screen. recombinant Fam108B, FP-Rh probe fluorescence polarization. inhibition, % at 9.51 µM. 0.33% of 300,000 active;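 active means inhibition above the screen mean inhibition plus 3 SD, computed separately per campaign, cut at about 18% in these data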;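 further: inhibitors lower polarization as less probe binds the enzyme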
# Efflux pump inh: antifungal efflux pump inhibition, Nile Red retention; S. cerevisiae Candida pump triplex; inhibition, % at 10 µM; 0.44% of 330,000 active;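 active means plate passing quality check with inhibition over a set limit, or well fluorescence over plate mean plus 4 SD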;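 further: Nile Red retained in pooled yeast measured as flow cytometry median fluorescence; 0% = buffer negative control and 100% = Enniatin B positive control; higher means more Nile Red kept so more efflux inhibition; some compounds called inactive have numbers as strong as hits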
# VLA-4 inh: inhibition in a human VLA-4 binding assay; P13612; VLA-4 expressing cells, ligand binding flow cytometry; 0.2% of 330,000 active; AID 2557; inhibition, % (about 7 µM as worked out from the volumes in the protocol); in the data active means inhibition above about 50%
# The depositor's hits bear a star; / = no result given. Some of the compounds tested, so the mix of outcomes need not match the whole.
SMILES,MEX-5 binding,MCL1-BIM inh,GLD-1 TGE inh,GRK2 aptamer HTS,PME-1 inh,Bcl-xL primary,Fam108B counter,Efflux pump inh,VLA-4 inh
CCC(Sc1nc(C)cc(C)n1)C(=O)Nc1cc(C)on1 (stereo not given),0.7,8,0,0,1,8,1,-0.1,-9
CCn1nc(C)c(CNC(=O)CCc2nnc(-c3ccc(C(C)=O)s3)o2)c1C,-0.5,2,1,0,-7,0,-2,0.0,36
CCCCNC(=O)c1ccc2c(=O)n(CCCOCC)c(=S)[nH]c2c1,2.4,4,2,1,-6,-2,0,0.0,9
COc1ccc(CNC(=O)COC(=O)CCOc2ccc(C)cc2)cc1,1.6,-5,-2,0,3,1,-1,0.1,15
Cc1cc2oc(=O)cc(CN(C)Cc3ccccc3Cl)c2cc1C,0.5,3,-3,2,3,4,-3,0.0,-6
N#CCc1nc2n(n1)Cc1ccccc1-2,-0.9,2,2,3,-1,3,2,0.1,10
Cc1cc(C)cc(N(C(=O)c2csnn2)C(C(=O)NC2CCCC2)c2cccnc2)c1 (stereo not given),2.8,0,-1,0,0,1,-3,-0.1,-9
Cc1cc(C(F)(F)F)nc(CCNCc2c(C(=O)N3CCCC3)nc3ccccn23)n1,-0.8,-6,-7,1,-1,-1,0,0.1,11
CCCCC(c1nnnn1CS(=O)(=O)c1ccc(C)cc1)N1CCN(C)CC1 (stereo not given),-2.7,4,-2,0,-1,2,0,0.1,2
O=C(Nc1nccs1)c1ccc(COc2ccc(F)cc2)o1,0.1,-6,4,0,-6,-12,-2,0.2,9
Nn1c(SCC(=O)NC2CCCCCC2)nnc1C(F)(F)F,/,/,-3,0,/,/,/,0.1,9
Cc1cc(NC(=O)Nc2ccc(Cl)cc2)n(-c2ccccc2)n1,-2.5,4,2,2,0,4,0,-0.1,-3

# The list goes on (two carried over from the part before).
SMILES,MEX-5 binding,MCL1-BIM inh,GLD-1 TGE inh,GRK2 aptamer HTS,PME-1 inh,Bcl-xL primary,Fam108B counter,Efflux pump inh,VLA-4 inh
Nn1c(SCC(=O)NC2CCCCCC2)nnc1C(F)(F)F,/,/,-3,0,/,/,/,0.1,9
Cc1cc(NC(=O)Nc2ccc(Cl)cc2)n(-c2ccccc2)n1,-2.5,4,2,2,0,4,0,-0.1,-3
CCOC(=O)c1c(C)[nH]c(C)c1C(=O)COC(=O)c1cccc(S(=O)(=O)N(CC)CC)c1,-1.2,-2,3,39,1,-4,-2,-0.1,-8
CC1(C)C(N(O)C(=O)Nc2ccc(Cl)cc2)N(c2ccc(Cl)cc2)C(=O)N1CC(=O)NN (stereo not given),-2.7,-3,5,0,-26,5,-11,0.1,-2
COc1ccccc1CNC(=O)c1csc(Cc2ccc(Cl)cc2)n1,1.0,-5,2,1,0,1,-4,0.0,1
CCc1cc(CNC(=O)C2CCC(=O)N(Cc3cccc(F)c3)C2)on1 (stereo not given),0.0,-2,-12,7,6,13,0,0.1,-10
O=C(OCC(=O)N1CCCC1)c1cc(Cl)ccc1[N+](=O)[O-],-0.4,0,-2,1,-6,1,0,0.1,-3
Cc1ccc(C)c(S(=O)(=O)N2CCN(Cc3cc4c(cc3O)OCO4)CC2)c1,/,4,8,5,7,1,/,-0.1,1
Cc1ccc(C(c2nnnn2CC2CCCO2)N2CCN(Cc3ccccc3)CC2)cc1 (stereo not given),1.4,2,2,0,0,10,3,-0.1,-4
O=C(/C=C/c1ccco1)Nc1ccccc1C(=O)Nc1cccc(C(=O)O)c1,-1.8,2,3,6,-12,8,-1,-0.1,5
C=C(C)COc1ccc(-c2ncncc2-c2ccc(Br)cc2)c(O)c1,-1.8,-2,1,0,-2,5,-5,0.1,12
O=C(Nc1cccc(-c2csc(Nc3ccc(Cl)cc3)n2)c1)c1cc([N+](=O)[O-])cc(C(F)(F)F)c1,3.0,5,1,4,35*,1,59*,-0.1,6
Cc1c(C(=O)NCCSCc2c(F)cccc2Cl)cnn1-c1ccc(F)cc1,-0.6,2,1,1,5,-3,1,0.1,-6
CCCC(=O)C1=C(O)C(C(=O)OC)C(C)(C)CC1=NC(C)(C)C (stereo not given),0.0,7,3,1,9,6,-8,-0.1,-3
CN=C(Nc1ccc(C(=O)OC)s1)c1ccc(Cl)cc1,-0.2,4,10,0,-2,3,1,-0.1,-14
S=C1N(c2ccccc2)C(c2ccccc2)N2CCCN12 (stereo not given),1.3,3,-1,0,-4,10,7,-0.2,-17
Cc1csc(NC(=O)CNC(=O)OCc2ccccc2)n1,1.5,-5,1,0,-3,1,2,0.0,2
O=C(COc1ncnc2sccc12)Nc1ccc2c(c1)OCCO2,1.4,-10,5,6,0,-5,4,-0.2,43
CC(C)OC(=O)c1cc2c(ccn2C)n1CC(=O)N1CCC(Cc2ccccc2)CC1,-1.6,7,29,0,4,7,2,-0.2,2
C#CCOCCOCCOCCNc1nc(N2CCN(C(=O)CCCCCCCCCCNC(=O)[C@@H](CCSC)n3cc(CCO)nn3)CC2)nc(N2CCN(C(=O)CCCCCCCCCCNC(=O)[C@H](CCCN=C(N)N)n3cc(C[C@@H](C)CC)nn3)CC2)n1,/,-161,-1,0,-81,-26,-69,0.2,12
CCN(CC)S(=O)(=O)c1cc(C(=O)OCC(=O)Nc2cccc(C)c2C)ccc1F,0.3,2,1,1,2,-2,0,0.7,8
Cc1ccc(S(=O)(=O)N(C)CC(=O)O/N=C(\N)c2cccc(Br)c2)cc1,-0.9,-1,6,2,0,-3,-4,0.2,9
COc1cccc(OC)c1C(=O)Nc1cccc(-n2cnnn2)c1,0.9,10,5,1,-1,13,3,-0.1,-3
CC(C)C(NC(=O)c1ccccc1F)C(=O)NCc1ccccc1 (stereo not given),0.6,-13,2,0,-1,-1,2,0.0,52*
COc1ccc(/C=N/N2CCN(C)CC2)cc1OC,0.9,-2,0,1,-3,5,4,0.0,1
Cc1ccc(O)c(NC(=O)c2cc(-c3cccs3)on2)c1,-0.4,2,3,3,-9,0,-7,-0.1,-6

# 11 successive compounds out of the list so far, quoted:
SMILES,MEX-5 binding,MCL1-BIM inh,GLD-1 TGE inh,GRK2 aptamer HTS,PME-1 inh,Bcl-xL primary,Fam108B counter,Efflux pump inh,VLA-4 inh
S=C1N(c2ccccc2)C(c2ccccc2)N2CCCN12 (stereo not given),1.3,3,-1,0,-4,10,7,-0.2,-17
Cc1csc(NC(=O)CNC(=O)OCc2ccccc2)n1,1.5,-5,1,0,-3,1,2,0.0,2
O=C(COc1ncnc2sccc12)Nc1ccc2c(c1)OCCO2,1.4,-10,5,6,0,-5,4,-0.2,43
CC(C)OC(=O)c1cc2c(ccn2C)n1CC(=O)N1CCC(Cc2ccccc2)CC1,-1.6,7,29,0,4,7,2,-0.2,2
C#CCOCCOCCOCCNc1nc(N2CCN(C(=O)CCCCCCCCCCNC(=O)[C@@H](CCSC)n3cc(CCO)nn3)CC2)nc(N2CCN(C(=O)CCCCCCCCCCNC(=O)[C@H](CCCN=C(N)N)n3cc(C[C@@H](C)CC)nn3)CC2)n1,/,-161,-1,0,-81,-26,-69,0.2,12
CCN(CC)S(=O)(=O)c1cc(C(=O)OCC(=O)Nc2cccc(C)c2C)ccc1F,0.3,2,1,1,2,-2,0,0.7,8
Cc1ccc(S(=O)(=O)N(C)CC(=O)O/N=C(\N)c2cccc(Br)c2)cc1,-0.9,-1,6,2,0,-3,-4,0.2,9
COc1cccc(OC)c1C(=O)Nc1cccc(-n2cnnn2)c1,0.9,10,5,1,-1,13,3,-0.1,-3
CC(C)C(NC(=O)c1ccccc1F)C(=O)NCc1ccccc1 (stereo not given),0.6,-13,2,0,-1,-1,2,0.0,52*
COc1ccc(/C=N/N2CCN(C)CC2)cc1OC,0.9,-2,0,1,-3,5,4,0.0,1
Cc1ccc(O)c(NC(=O)c2cc(-c3cccs3)on2)c1,-0.4,2,3,3,-9,0,-7,-0.1,-6

# (list continues)
SMILES,MEX-5 binding,MCL1-BIM inh,GLD-1 TGE inh,GRK2 aptamer HTS,PME-1 inh,Bcl-xL primary,Fam108B counter,Efflux pump inh,VLA-4 inh
COc1ccc(C(C(=O)NC2CCCC2)N(CCN2CCOCC2)C(=O)c2ccc(OC)c(OC)c2)cc1 (stereo not given),-1.3,-1,3,4,0,-2,-1,0.0,4
NS(=O)(=O)c1ccc(NC(=O)C2(c3ccccc3)CCCC2)cc1,-0.9,2,0,0,-1,1,-4,-0.1,5
COc1ccc(OC)c(NC(=O)c2ccccc2N(Cc2ccccc2)S(C)(=O)=O)c1,-1.7,1,5,0,4,4,1,0.0,0
COc1cc(OC)cc(C(=O)NC2CC(C)(C)NC(C)(C)C2)c1,-2.1,-4,-7,0,0,3,-3,0.4,-8
CN1CCN(CC(=O)Nc2cc(S(=O)(=O)N3CCOCC3)ccc2Cl)CC1,-1.9,0,3,0,1,-3,2,0.0,2
COc1ccccc1C(=O)NCCC(=O)NCC(c1ccccc1OC)N1CCCC1 (stereo not given),5.2,4,2,21,-1,6,-4,0.1,-8
CC1CN(c2nc3ccccn3c(=O)c2/C=C(\C#N)S(=O)(=O)c2ccccc2)CC(C)O1 (stereo not given),-0.2,1,2,0,-3,9,-5,0.0,-12
N#Cc1ccc(/C=C2\CCn3c2nc2cc(C(=O)O)ccc2c3=O)cc1,-1.0,-10,-1,11,-5,2,0,0.2,3
COc1ccc(CNC(=O)c2cnc3n(c2=O)CCS3)cc1,2.2,2,6,0,-2,2,-1,0.1,-5
N#CCC(=O)N/N=C\c1ccc(OC/C=C/c2ccccc2)cc1,0.0,-1,-6,0,-5,-1,-3,0.0,7
Cc1ccc(C(=O)c2ccc(C(F)(F)F)cc2)cc1,1.4,3,1,0,-3,11,2,0.0,3
Cc1cc(-c2ccccc2)[nH]c(=O)c1S(=O)(=O)c1ccc(Cl)cc1,1.5,-1,-3,6,3,0,-9,-0.2,-3
CC1CCCCN1S(=O)(=O)c1ccc(C(=O)Nc2nnc(C3=COCCO3)o2)cc1 (stereo not given),-2.7,1,1,3,3,6,-2,-0.1,5
Cc1ccc2sc(-c3ccc(NC(=O)CCN4C(=O)c5ccccc5C4=O)cc3)nc2c1,-0.7,10,4,0,3,3,0,0.3,-3
Cc1ccc(C2=NN(C)c3nc4ccccc4n3C2)cc1,3.3,0,4,2,4,8,4,-0.2,-11
CCCCNc1cc(=O)n(C)c(=O)n1C,1.8,7,2,1,-7,3,0,0.0,6
CC1(C)c2ccccc2N(CC(N)=O)C12C=Cc1ccccc1O2 (stereo not given),-1.2,-2,-6,0,-7,0,-1,-0.1,16
NC1=Nc2cccc3cccc1c23,/,27,20,7,-4,25,6,0.3,-24
COc1ccc(C(=O)/C=C/Nc2cccc(C)n2)cc1OC,-3.8,-1,3,0,2,3,-2,-0.1,0
O=S(=O)(c1ccc(Cl)s1)N1CCCCC1,-0.6,-4,-1,4,0,2,-1,0.0,28
COc1ccc(CC(NC(C)=O)C(=O)NC2CCN(C(=O)Nc3ccc(C#N)cc3)CC2)cc1OC (stereo not given),-3.3,3,-1,6,2,-1,-2,0.0,-1
CC(=O)Nc1ccccc1O,2.3,14,5,0,0,5,-1,0.0,47
Cc1cc(NC(=O)/C=C/C(=O)N(CC(=O)NC2CCCC2)c2cccc3ccccc23)no1,1.3,7,3,4,3,1,4,0.7,7
CCCCC(CC)C(=O)Nc1ccccc1C#N (stereo not given),-0.3,5,2,3,-8,3,-2,0.3,8
CCOC(=O)CNC(=O)CCNS(=O)(=O)c1ccc2c(c1)c(=O)n(C)c(=O)n2C,-3.0,6,6,0,6,10,2,0.0,3
Cc1ccc(C(=O)c2ccc(N3CCOCC3)c(F)c2)cc1,-0.9,5,-6,3,-6,2,-2,0.0,-3
